mIAP activ = activators of mouse IAP, primary screen, biochemical, luminescence, uHTS | intestinal alkaline phosphatase [Mus musculus] | muIAP, CDP-Star luminescence, 30 min; stronger effect = higher value; 1 = vehicle-only enzyme signal, 0 = enzyme-free wells | activation factor at 10 µM | 0.24% of 330,000 active | AID 2805, 2010;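 active = activation factor of at least 2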; note: the source names both 10 and 20 µM as test concentration; values of inactives mirror those of a sister screen read the other way
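Assay system: mouse IAP enzyme; Reagent: CDP-Star chemiluminescent phosphatase substrate; Compound: DMSO-dissolved test compounds; Incubation: 30 min, room temperature; Technique: luminescence from enzymatic CDP-Star hydrolysis; Controls: DMSO-only wells and no-enzyme negative control.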
MPTP block = mitochondrial permeability transition pore inhibitors, primary screen, biochemical, isolated mouse mitochondria, absorbance; 1.4% of 360,000 active; Ca2+ swelling absorbance, 30 min; inhibition, % at 10 µM;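 active = inhibition of 50% or more, scaled per plate between neutral and stimulator controls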;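 note: 0% = DMSO wells given calcium and 100% = 1 mM EGTA wells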
ATG4B inh = ATG4B protease inhibitors, primary screen, biochemical, fluorescence, uHTS | Cysteine protease ATG4B (Homo sapiens), Q9Y4P1 | ATG4B cleavage of LC3-PLA2, NBD-HPC fluorescence, 1 h | inhibition, % at 8.33 µM | 0.51% of 340,000 active | AID 504462, 2011; in the data active = inhibition above about 40%
Target sequence (Q9Y4P1 whole entry, looked up): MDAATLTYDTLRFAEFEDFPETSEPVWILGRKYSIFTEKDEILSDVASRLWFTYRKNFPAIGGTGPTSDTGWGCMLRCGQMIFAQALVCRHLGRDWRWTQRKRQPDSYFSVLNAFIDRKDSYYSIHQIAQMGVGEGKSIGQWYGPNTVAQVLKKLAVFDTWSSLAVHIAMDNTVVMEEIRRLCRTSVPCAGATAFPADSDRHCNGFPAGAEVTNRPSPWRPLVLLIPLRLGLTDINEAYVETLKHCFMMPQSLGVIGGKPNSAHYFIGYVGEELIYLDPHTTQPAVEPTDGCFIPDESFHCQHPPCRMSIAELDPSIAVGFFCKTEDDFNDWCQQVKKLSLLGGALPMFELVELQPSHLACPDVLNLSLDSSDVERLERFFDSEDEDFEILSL
hIAP block = human IAP inhibitors, primary screen, biochemical, luminescence, uHTS | 0.12% of 330,000 active | inhibition, % at 10 µM | AID 2544, 2010 | Intestinal-type alkaline phosphatase (Homo sapiens), P09923 | purified IAP, CDP-Star luminescence, 30 min;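 active = inhibition reaching a set limit with compound at 10 µM in the primary screen, cut at about 35% in these data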;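 note: plate controls were DMSO wells with enzyme for no effect and no-enzyme buffer wells for full effect; values of inactives mirror those of a sister screen read the other way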
Target sequence (P09923 whole entry, looked up): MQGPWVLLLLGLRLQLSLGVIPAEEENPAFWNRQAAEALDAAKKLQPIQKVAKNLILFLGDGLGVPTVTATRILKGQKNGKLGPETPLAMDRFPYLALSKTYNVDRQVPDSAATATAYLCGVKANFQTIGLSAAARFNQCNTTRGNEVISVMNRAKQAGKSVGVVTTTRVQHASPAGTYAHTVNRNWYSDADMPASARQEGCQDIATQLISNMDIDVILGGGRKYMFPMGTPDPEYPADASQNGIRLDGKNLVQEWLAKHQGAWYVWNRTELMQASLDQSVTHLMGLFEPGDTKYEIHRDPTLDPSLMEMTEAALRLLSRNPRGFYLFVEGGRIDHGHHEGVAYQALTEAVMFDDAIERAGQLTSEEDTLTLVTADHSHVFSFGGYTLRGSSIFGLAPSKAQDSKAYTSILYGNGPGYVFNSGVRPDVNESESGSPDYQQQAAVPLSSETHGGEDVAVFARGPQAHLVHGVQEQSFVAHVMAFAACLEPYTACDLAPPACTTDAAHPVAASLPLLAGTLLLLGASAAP
mIAP inh = inhibitors of mouse IAP, primary screen, biochemical, luminescence, uHTS; intestinal alkaline phosphatase [Mus musculus]; 0.2% of 330,000 active; purified mouse IAP, CDP-Star luminescence, 30 min; inhibition, % at 10 µM; AID 2806, 2010;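 active = inhibition of at least 40% at 10 µM in the primary screen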;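 note: plate controls were DMSO with enzyme for no effect and no enzyme wells for full effect; values of inactives mirror those of a sister screen read the other way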
A3G deaminase = APOBEC3G DNA deaminase inhibitors, primary screen, biochemical, fluorescence, single-stranded DNA substrate, uHTS. AID 493012, 2011. inhibition, % at 20 µM. DNA dC->dU-editing enzyme APOBEC-3G (Homo sapiens), Q9HC16. recombinant A3G, ssDNA deamination FAM/TAMRA fluorescence. 0.28% of 330,000 active;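 active = inhibition of at least 40% at 20 µM, with no more than 30% in the related APOBEC3A deaminase screen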;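 note: plate controls were DMSO wells with A3G for no effect and wells lacking A3G enzyme for full effect; some compounds called inactive have numbers as strong as hits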
hIAP act = human IAP activators, primary screen, biochemical, luminescence, uHTS; activation factor at 10 µM; Intestinal-type alkaline phosphatase (Homo sapiens), P09923; 0.16% of 330,000 active; AID 2524, 2010; purified human IAP, CDP-Star luminescence, 30 min; stronger effect = higher value; 1 = vehicle-only enzyme, 0 = enzyme-free background;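 active = activation factor of the enzyme at least 2-fold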; note: the source names both 10 and 20 µM as test concentration; values of inactives mirror those of a sister screen read the other way
A3A deaminase = APOBEC3A ssDNA deaminase inhibitors, primary screen, selectivity assay for APOBEC3G inhibitor project, biochemical, FAM/TAMRA oligo cleavage fluorescence; inhibition, % at 20 µM; AID 493011, 2011; DNA dC->dU-editing enzyme APOBEC-3A (Homo sapiens), P31941; recombinant A3A, FAM/TAMRA ssDNA deamination fluorescence; 0.41% of 330,000 active;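 active = at least 40% inhibition at 20 µM here, with at most 30% in a related deaminase screen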;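 note: plate controls were A3A with DMSO for no effect and wells lacking A3A enzyme for full effect; some results filed as inactive read as strong as hits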
MIN6 prolif = inducers of MIN6 beta-cell proliferation, primary screen, ATP luminescence, uHTS | MIN6 cells proliferation, ATPlite luminescence, 48 h; cells starved in 0.2% serum; 100% = growth in 10% serum | proliferation, % at 10 µM | 0.29% of 330,000 active | AID 2380, 2010;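 active = compounds whose signal lies at least 3.5 SD above the mean of all wells on their plate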;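 note: 0% = DMSO-treated cells in low-serum medium and 100% = 10% serum control; some compounds called inactive have numbers as strong as hits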
* = called active by the depositor; / = not tested or not shown.

SMILES	mIAP activ	MPTP block	ATG4B inh	hIAP block	mIAP inh	A3G deaminase	hIAP act	A3A deaminase	MIN6 prolif
COc1cccc(-c2c(NC(=O)c3ccco3)oc3ccccc3c2=O)c1	0.85	-0.6	-8	6	15	6	0.94	1	-1
CC(C)C12CCC(C(=O)O)C(C1)C(=O)O2 (stereo not given)	1	-0.8	-18	0	-4	-5	1	-1	-3
Cc1ccccc1NC(=S)NC(NC(=O)c1ccccc1C)C(Cl)(Cl)Cl (stereo not given)	2*	78*	-1	-31	-105	-7	1.3	-5	-5
Cc1ccc(-n2ncc(C(=O)N3CCc4ccccc4C3)c2NC(=O)c2ccco2)cc1C	0.91	-1.2	-4	9	9	-2	0.91	0	1
Cn1c(=O)c2c(ncn2CC(=O)N/N=C/C=C/c2ccco2)n(C)c1=O	0.82	1.8	3	-10	18	8	1.1	12	0
Cc1nc(SCc2ccccc2F)c2cnn(-c3ccccc3)c2n1	0.98	/	/	8	2	-6	0.92	-2	-5
N#CC(=C1CCCC1)c1nc(-c2ccccc2)cs1	0.98	1.0	1	7	2	-2	0.93	9	-2
Cc1ccc2c(c1)N(C(=O)CCC(=O)NC1CCN(Cc3ccccc3)CC1)CC(C)O2 (stereo not given)	0.83	-1.0	0	7	17	-4	0.93	-3	-4
CCOc1ccc(CN(C)C(=O)c2cccnc2OCC)cc1OC	0.99	-2.8	-3	-17	1	-5	1.2	4	-3
CCOc1ccc(C(=O)NC(=S)Nc2ccc(NC(=O)CC)cc2)cc1[N+](=O)[O-]	0.9	1.1	-9	5	10	-3	0.95	-2	0
CC(C)(C)NC(=O)C(c1ccc(F)cc1)N(CC1CCCO1)C(=O)CCC(=O)Nc1ccccn1 (stereo not given)	0.97	-1.0	2	9	3	-13	0.91	0	-1
CC1CC(C)CN(CC(C)(C)NS(=O)(=O)c2ccccc2)C1 (stereo not given)	1	-0.1	2	3	-5	-2	0.97	-1	-3
CCOc1ccc(N2CC(C(=O)NCCN3C(=O)S/C(=C\c4ccc(OC)cc4)C3=O)CC2=O)cc1 (stereo not given)	0.97	2.0	3	2	3	-10	0.98	4	-3
O=C1C2CCCN2C(c2ccccc2)N1c1cccc(Cl)c1 (stereo not given)	0.96	-2.0	-4	25	4	-11	0.75	-3	-4
CCc1cccc(C)c1N(C(=O)Cn1c(=O)[nH]c2ccccc21)C(C)COC (stereo not given)	1.1	-0.7	-16	-3	-5	4	1	-1	0
CCc1c(C)nc(SCC(=O)N2CCN(c3ccccc3OC)CC2)[nH]c1=O	1.1	-0.6	0	-8	-13	-1	1.1	-1	0
CCCCN(CC)CCCNC(=O)Cn1nc(Cc2cccnc2)c2ccccc2c1=O	0.96	1.4	-14	-4	4	-4	1	-5	-2
O=C(CN1CCN(CCOCCO)CC1)N1c2ccccc2Sc2ccc(Cl)cc21	1.2	1.4	-8	-11	-17	-7	1.1	-3	-2
COc1ccc(Cl)cc1C(=O)O/N=C(\N)c1ccc(Cl)cc1	0.98	-0.9	7	4	2	-2	0.96	0	-3
CCOC(=O)c1ccc(NC(=S)NC2CC(C)(C)NC(C)(C)C2)cc1	1.1	8.1	-3	11	-9	-6	0.89	-2	-6
COc1ccc(OCC(=O)Nc2ccc(N3CCN(C(=O)c4ccccc4C)CC3)cc2)cc1	1	-0.6	-1	7	0	-2	0.93	-1	-1
Cc1[nH]c(C)c(S(=O)(=O)Nc2cccc(Cl)c2C)c1C(=O)N1CCCC1	1	-0.6	-2	-10	-2	-3	1.1	0	3
O=C(CN1CCN(c2ccc(Cl)cc2)CC1)Nc1ccc(F)cc1	0.81	1.5	-3	15	19	-7	0.85	-1	-4
O=C(Cc1ccccc1)NCC(=O)Nc1cc(Cl)ccc1Cl	0.99	0.5	-5	1	1	-9	0.99	-5	0
COc1ccccc1CNCC(O)Cn1c2ccccc2c2ccccc21 (stereo not given)	0.98	-3.5	10	11	2	-6	0.89	0	-6
O=C(Nc1ccc(S(=O)(=O)Nc2cnc3ccccc3n2)cc1)c1ccc([N+](=O)[O-])cc1Cl	1	1.2	-5	-1	-2	-7	1	-2	-2
COc1ccc(OC)c(S(=O)(=O)Nc2ccccc2F)c1	0.97	0.1	-6	-3	3	0	1	0	-4
CCC(c1c(C)[nH]oc1=O)c1c(C)[nH]oc1=O	0.97	1.2	6	6	2	-1	0.94	-4	0
CCC(Sc1ccc2nnc(-c3ccc(OC)c(OC)c3)n2n1)C(=O)O (stereo not given)	0.98	-0.2	-6	-11	2	-8	1.1	-7	-1
CC1CC(NS(=O)(=O)c2cccs2)CC(C)(C)C1 (stereo not given)	1	1.1	-3	-15	-1	8	1.1	7	-3

mIAP activ: entries above that show a hit
canonical_smiles	mIAP activ	MPTP block	ATG4B inh	hIAP block	mIAP inh	A3G deaminase	hIAP act	A3A deaminase
Cc1ccccc1NC(=S)NC(NC(=O)c1ccccc1C)C(Cl)(Cl)Cl (stereo not given)	2*	78*	-1	-31	-105	-7	1.3	-5

Look-ups from the entries so far.
COc1ccc(Cl)cc1C(=O)O/N=C(\N)c1ccc(Cl)cc1 in hIAP block has 4
O=C(CN1CCN(CCOCCO)CC1)N1c2ccccc2Sc2ccc(Cl)cc21 in A3A deaminase has -3
COc1ccccc1CNCC(O)Cn1c2ccccc2c2ccccc21 (stereo not given) in MIN6 prolif has -6
CCOC(=O)c1ccc(NC(=S)NC2CC(C)(C)NC(C)(C)C2)cc1 in ATG4B inh has -3

(further entries)
SMILES	mIAP activ	MPTP block	ATG4B inh	hIAP block	mIAP inh	A3G deaminase	hIAP act	A3A deaminase	MIN6 prolif
CC1(C)Cc2c(cnn2-c2ccc(F)cc2)C(NC(=O)CCn2cncn2)C1 (stereo not given)	1	0.6	22	-8	0	-7	1.1	-3	-2
O=C(CNC(=O)c1ccc(Br)cc1)NCc1cccnc1	0.93	-1.8	3	-4	7	-3	1	-1	0
CCCc1ccc(NS(=O)(=O)c2c(C)oc(C)c2C(=O)OC)cc1	0.95	1.6	-1	9	4	-2	0.91	2	0
Cc1cccc(C)c1OCCN1CCOCC1	1	0.6	7	-4	0	-6	1	-2	-1
CN1/C(=C/C2CC(=O)NC2=O)C(C)(C)c2ccccc21 (stereo not given)	1.1	0.1	4	-16	-10	1	1.2	3	1
CCS(=O)(=O)N1CCN(c2ccc(C(=O)N3CCOCC3)cc2[N+](=O)[O-])CC1	0.89	1.0	-7	13	12	-2	0.87	3	-2
COc1ccc(Br)cc1/C=N/n1c(COc2ccccc2)n[nH]c1=S	0.91	3.1	-6	1	9	-6	0.99	-1	2
CCOc1cc(C(=O)Nc2cc(=O)n(C)c(=O)n2C)cc(OCC)c1OCC	1.1	-4.0	-4	-15	-14	1	1.2	3	-1
CN(C)S(=O)(=O)c1ccc(C(=O)Nc2nnc(-c3ccco3)o2)cc1	0.96	1.6	-7	-8	4	-7	1.1	-3	0
CCc1cc(=O)oc2cc(OCC(=O)NCC3CCC(C(=O)O)CC3)ccc12 (stereo not given)	0.97	-1.1	-7	6	2	-8	0.94	-2	0
CCC1Oc2ccccc2N(CC(=O)NCCCN2CCN(Cc3ccccc3)CC2)C1=O (stereo not given)	1	1.3	-7	8	-1	0	0.92	4	-1
CC(=O)c1cccc(NC(=O)C23CC4CC(C2)CC(n2cncn2)(C4)C3)c1	1	1.2	-1	0	-4	-3	1	-3	0
COCCNC(=O)C(OC(=O)CC1Sc2ccccc2NC1=O)c1ccccc1 (stereo not given)	0.99	-1.4	-6	29	1	-4	0.71	-3	-2
Cc1cccc(C)c1NC(=O)CNC(=O)C(NC(=O)c1ccc(C(C)(C)C)cc1)C(C)C (stereo not given)	1.1	2.0	1	-5	-10	-4	1	-4	0
CC(C)(C)c1cc(P(=O)(c2ccccc2)c2ccccc2)ccc1O	0.96	4.6	-1	-7	4	-1	1.1	1	-2

Some of the entries so far, with bars between the fields.
Molecule | mIAP activ | MPTP block | ATG4B inh | hIAP block | mIAP inh | A3G deaminase | hIAP act | A3A deaminase | MIN6 prolif
Cc1cccc(C)c1NC(=O)CNC(=O)C(NC(=O)c1ccc(C(C)(C)C)cc1)C(C)C (stereo not given) | 1.1 | 2.0 | 1 | -5 | -10 | -4 | 1 | -4 | 0
CCS(=O)(=O)N1CCN(c2ccc(C(=O)N3CCOCC3)cc2[N+](=O)[O-])CC1 | 0.89 | 1.0 | -7 | 13 | 12 | -2 | 0.87 | 3 | -2

(further entries)
SMILES	mIAP activ	MPTP block	ATG4B inh	hIAP block	mIAP inh	A3G deaminase	hIAP act	A3A deaminase	MIN6 prolif
Cn1cc(CCC(=O)N2CCCC(N3CCN(c4ccccc4F)CC3)C2)cn1 (stereo not given)	1	0.2	13	23	0	1	0.77	0	2
COc1ccc(C2NC(=O)NC(C)=C2C(=O)OC2CCCCC2)cc1OC (stereo not given)	0.98	0.0	-14	-3	2	-10	1	0	0
Cc1cc(-c2cccnc2)c(C#N)c(SCc2cccc(F)c2)n1	0.89	-0.3	3	-4	12	-5	1	1	-1
COc1ccc2nc(SCC(=O)Nc3nonc3C)[nH]c2c1	0.73	-2.2	4	-38	27	-1	1.4	1	-2
COc1ccc(-n2c(C)n[nH]c2=O)cc1	1	-0.8	-6	6	-1	0	0.94	6	-3
C=CCN1C=CC=C/C1=C1\SC(=S)N(C)C1=O	1	-1.3	-6	3	-3	6	0.97	9	0
CCCC(=O)Nc1ccc(C(=O)NCC(=O)OCC)cc1	1	1.0	14	-4	-1	-4	1	-1	-4
Oc1ccccc1N1CCN(CC(O)COC2CCCc3ccccc32)CC1 (stereo not given)	1	-0.1	4	9	0	-12	0.91	-5	0
COC(=O)c1cc2ccccc2n1S(=O)(=O)c1ccccc1	0.97	-0.7	-6	16	3	-3	0.84	-1	8
COc1cccc(C(C(=O)NC2CCCC2)N(CCC(C)C)C(=O)CCC(=O)Nc2cc(C)on2)c1 (stereo not given)	1	-0.1	-2	1	-1	-4	0.99	-1	-5
Cc1ccccc1NC(=O)CCS(=O)(=O)c1ccc(Br)s1	0.95	-0.3	-1	-2	5	13	1	18	-1

High-throughput results (PubChem)

No enrichment for hits (roughly 3.3% active in at least one column).
